MITF TRPM1 inh: inhibitors of MITF-dependent TRPM1 promoter reporter, primary screen, cell-based, SK-MEL-5, single point, luciferase; SK-MEL-5 TRPM1 promoter luciferase, 24 h; inhibition, % at 12.5 µM; actives 0.83% (n = 330,000);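 active = mean inhibition across replicates of 60% or more, whatever share of single replicates reaches that level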; also: values of inactives mirror those of a sister screen read the other way
Shn3 inh set2: reduction of Shn3 3'UTR firefly luciferase signal, primary screen, Schnurri-3 inhibitor project, cell-based, Clone20 osteoblasts, set 2 | inhibition, % at 12.5 µM | actives 0.52% (n = 360,000) | Clone20 osteoblast Shn3 3'UTR firefly luciferase, 24 h;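 active = mean inhibition of at least 75% with every replicate also reaching 75%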;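 also: 0% = median of neutral control wells and 100% = pilot-screen positive control compound; some compounds past the cut are filed as inactive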
aDG glyco up: activators of alpha-DG glycosylation, primary screen, uHTS, Pro5-aDG cells, AlphaScreen. activation, % at 10 µM. AID 624168, 2012. actives 0.22% (n = 360,000). alpha-DG glycosylation AlphaScreen (IIH6); 0% Pro5, 100% B10-LARGE cell signal;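 active = activation of at least 8% versus controls, or a plate z-score of at least 8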;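 also: Pro5 are CHO cells carrying HIG-tagged alpha-DG that lacks glycosylation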
NR2E3 ag-1: NR2E3 agonists in two-hybrid cells, primary screen, cell-based, luminescence, CHO-S, Gal4-NCOR/VP16-NR2E3; luciferase; inhibition of corepressor binding, % at 3.98 µM; actives 0.35% (n = 360,000); AID 602229, 2012;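 active = inhibition above the mean of all tested compounds plus 3 SD, cut at about 70% in these data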;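 also: 0% = DMSO with NR2E3 transfected cells and 100% = cells lacking NR2E3 construct; higher means lower luciferase signal from less NR2E3 corepressor binding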
Target sequence (Q9Y5X4 whole entry, looked up, the tested form may be a part): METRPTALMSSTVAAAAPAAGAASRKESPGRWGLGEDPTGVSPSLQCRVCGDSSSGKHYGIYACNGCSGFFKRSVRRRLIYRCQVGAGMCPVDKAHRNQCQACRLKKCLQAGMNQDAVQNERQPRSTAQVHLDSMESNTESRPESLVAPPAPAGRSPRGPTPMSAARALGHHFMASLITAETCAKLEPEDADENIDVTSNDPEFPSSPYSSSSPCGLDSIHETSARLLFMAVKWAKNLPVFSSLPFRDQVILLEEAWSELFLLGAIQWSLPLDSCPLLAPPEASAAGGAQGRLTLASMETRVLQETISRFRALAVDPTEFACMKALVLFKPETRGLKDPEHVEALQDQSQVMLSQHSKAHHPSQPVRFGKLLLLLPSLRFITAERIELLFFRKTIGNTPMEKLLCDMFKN
NR2E3 ag-2: inhibitors of NR2E3-RetCOR corepressor binding, primary screen, NR2E3 agonist project, biochemical, TR-FRET, GST-NR2E3, biotin-RetCOR | AID 2300, 2010 | actives 0.12% (n = 320,000) | Photoreceptor-specific nuclear receptor (Homo sapiens), Q9Y5X4 | 1536-well | inhibition of corepressor binding, % at 4.78 µM;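 active = percent inhibition above the cutoff of mean plus 3 SD of all tested compounds, set per screening campaign, cut at about 20% in these data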;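 also: 0% = DMSO wells and 100% = biotin wells as full block of FRET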
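system = GST-tagged NR2E3 plus biotinylated RetCOR corepressor | input = 1.35 nM GST-NR2E3 | also added = 7 nM biotin-RetCOR | schedule = 5 h incubation at 4 °C | measured by = TR-FRET with europium anti-GST and streptavidin-D2, 340 nm excitation | read-out = percent loss of FRET ratio relative to control wells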
HIF-2a inh: HIF-2a reporter inhibitors, primary screen, luminescence, 786-0 RCC cells; 786-0 RCC cells HIF-2a reporter, luciferase luminescence, overnight; actives 0.72% (n = 360,000); inhibition, % at 18.8 µM;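 active = inhibition of the luminescence signal of 40% or more relative to plate controls, in a single-dose primary screen at 18.75 µM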
Peg3 prom inh: Peg3 promoter-driven luciferase inhibitors, primary screen, cell-based, HeLa, luciferase luminescence; inhibition, % at 20 µM; actives 1.7% (n = 360,000); HeLa PEG-Prom luciferase reporter, overnight;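 active = inhibition of at least 50% at 20 µM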
CF NFkB inh: inhibitors of PAF-induced NF-kB signaling, primary screen, cell-based, GFP fluorescence, uHTS. KKLEB NF-kB-GFP reporter, GFP fluorescence overnight. inhibition, % at 5 µM. actives 0.86% (n = 360,000). AID 588850, 2011;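 active = at least 50% inhibition at 5 µM, scaled per plate between neutral and stimulator controls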;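 also: PAF is a Pseudomonas aeruginosa culture filtrate used as stimulus; plate controls were PAF-stimulated DMSO wells for no effect and unstimulated DMSO wells for full effect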
KKLEB tox: cytotoxicity in KKLEB CF airway cells, primary screen, cytotoxicity control for CF NF-kB inhibitor project, cell-based, uHTS, fluorescence assay plates; AID 602141, 2011; KKLEB CF airway cells viability, ATPlite luminescence, overnight; active compounds read low; cells stimulated with P. aeruginosa culture filtrate; actives 0.36% (n = 360,000); activity change (cytotoxicity), % at 5 µM;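 active = corrected activity change at or below -50% at 5 µM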
TWEAK Fn14 block: inhibitors of TWEAK-Fn14 signaling, primary screen, luciferase reporter cells, uHTS; TWEAK-stimulated Fn14 reporter cells, luciferase luminescence, 8 h; inhibition, % at 10 µM; actives 2% (n = 360,000); AID 1159606, 2016; in the data active = inhibition above about 50%
hiPSC survival: enhancers of single-cell hiPSC survival, primary screen, ATPlite luminescence; actives 0.044% (n = 360,000); 100% = ROCK inhibitor wells, 0% = DMSO; survival enhancement, % at 20 µM; AID 602274, 2012; in the data active = survival enhancement above about 18%;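 also: cells exposed to compounds for 16 hours before the ATP read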
The depositor's hits bear a star.

Results for NS(=O)(=O)c1ccc(CNC(=O)Cc2ccc(S(=O)(=O)N3CCOCC3)s2)cc1 ?
MITF TRPM1 inh: -6; Shn3 inh set2: -12; aDG glyco up: 0.0; NR2E3 ag-1: -19; NR2E3 ag-2: -1; HIF-2a inh: -2; Peg3 prom inh: -5; CF NFkB inh: 14; KKLEB tox: 10; TWEAK Fn14 block: 0; hiPSC survival: 0.9

Results for CCOC(=O)/C=C/S(=O)(=O)c1ccc(NC(C)=O)cc1 ?
MITF TRPM1 inh: 92*; Shn3 inh set2: 97*; aDG glyco up: -0.6; NR2E3 ag-1: 33; NR2E3 ag-2: 0; HIF-2a inh: 39; Peg3 prom inh: 102*; CF NFkB inh: 90*; KKLEB tox: -38; TWEAK Fn14 block: 3; hiPSC survival: -5.7

Results for CC1CCN(C(=O)c2ccc(Br)c(S(=O)(=O)N3CCOCC3)c2)CC1 ?
MITF TRPM1 inh: 10; Shn3 inh set2: 22; aDG glyco up: 0.0; NR2E3 ag-1: 3; NR2E3 ag-2: 0; HIF-2a inh: 12; Peg3 prom inh: 4; CF NFkB inh: 6; KKLEB tox: -4; TWEAK Fn14 block: 1; hiPSC survival: -0.7

Results for COC(=O)C=CC(=NNc1ccccc1)c1ccccc1 ?
MITF TRPM1 inh: -7; Shn3 inh set2: 6; aDG glyco up: -0.5; NR2E3 ag-1: -19; HIF-2a inh: -9; Peg3 prom inh: 5; CF NFkB inh: 6; KKLEB tox: -12; TWEAK Fn14 block: 20; hiPSC survival: -0.4

What do the screens show for `CCOC(=O)C1(Cc2ccccc2C(F)(F)F)CCN(C(C)COC)CC1` (stereo not drawn)?
Shn3 inh set2: 9; aDG glyco up: 0.0; NR2E3 ag-1: 29; NR2E3 ag-2: -1; HIF-2a inh: 4; Peg3 prom inh: -10; CF NFkB inh: 12; KKLEB tox: -17; TWEAK Fn14 block: -18; hiPSC survival: -0.4

What do the screens show for `CC(=O)NCc1ccc(S(=O)(=O)N2CCN(S(=O)(=O)c3ccc4ccccc4c3)CC2)cc1`?
MITF TRPM1 inh: 5; Shn3 inh set2: -19; aDG glyco up: 2.5; NR2E3 ag-1: -10; HIF-2a inh: 6; Peg3 prom inh: 11; CF NFkB inh: -21; KKLEB tox: 4; TWEAK Fn14 block: -26; hiPSC survival: 2.0

What do the screens show for `Cc1ccc(Cl)cc1N1CCN(C(=O)CCCn2c(=O)c3cccn3c3cccnc32)CC1`?
MITF TRPM1 inh: -4; Shn3 inh set2: -6; aDG glyco up: 0.1; NR2E3 ag-1: -49; NR2E3 ag-2: -2; HIF-2a inh: 12; Peg3 prom inh: 14; CF NFkB inh: 14; KKLEB tox: -1; TWEAK Fn14 block: -9; hiPSC survival: -0.6

How did Cc1ccc(NC(=O)NN(C)c2c(Cl)c(Cl)nn2C)cc1 do in these assays?
MITF TRPM1 inh: 5; Shn3 inh set2: 4; aDG glyco up: 0.0; NR2E3 ag-1: -9; NR2E3 ag-2: 4; HIF-2a inh: 9; Peg3 prom inh: 6; CF NFkB inh: 2; KKLEB tox: 5; TWEAK Fn14 block: 19; hiPSC survival: 4.0

Results for CC1(C(=O)NS(=O)(=O)c2ccc(Cl)s2)CCN1C(=O)Cc1ccc(Cl)cc1Cl (stereo not drawn) ?
Shn3 inh set2: -5; aDG glyco up: -0.2; NR2E3 ag-1: 12; HIF-2a inh: 7; Peg3 prom inh: -6; CF NFkB inh: 6; KKLEB tox: -10; TWEAK Fn14 block: 14; hiPSC survival: -1.7

How did CCCOC(=O)CCCCCCCCC(O)CN1CCCCC1 (stereo not drawn) do in these assays?
MITF TRPM1 inh: 10; Shn3 inh set2: -3; aDG glyco up: -0.4; NR2E3 ag-1: 7; NR2E3 ag-2: -5; HIF-2a inh: 10; Peg3 prom inh: 13; CF NFkB inh: -2; KKLEB tox: -2; TWEAK Fn14 block: -12; hiPSC survival: 0.5

Results for CC(C)(C)c1ccc(OC(=O)CN2C(=O)C3C4CCC(C4)C3C2=O)cc1 (stereo not drawn) ?
MITF TRPM1 inh: 1; Shn3 inh set2: 6; aDG glyco up: -0.4; NR2E3 ag-1: 9; NR2E3 ag-2: -3; HIF-2a inh: 8; Peg3 prom inh: -8; CF NFkB inh: 4; KKLEB tox: -7; TWEAK Fn14 block: -16; hiPSC survival: -0.9

How did COCCNC(=O)c1c(C)cc(C)cc1C do in these assays?
MITF TRPM1 inh: -8; Shn3 inh set2: 3; aDG glyco up: 0.1; NR2E3 ag-1: -11; NR2E3 ag-2: -1; HIF-2a inh: 12; Peg3 prom inh: 8; CF NFkB inh: -8; KKLEB tox: 6; TWEAK Fn14 block: 11; hiPSC survival: -0.9

What do the screens show for `Cc1[nH]c2ccccc2c1CCC(N)=O`?
MITF TRPM1 inh: 5; Shn3 inh set2: -20; aDG glyco up: 0.0; NR2E3 ag-1: -17; NR2E3 ag-2: 2; HIF-2a inh: -1; Peg3 prom inh: 10; CF NFkB inh: -2; KKLEB tox: 3; TWEAK Fn14 block: 10; hiPSC survival: 4.7

What do the screens show for `CCCCOc1ccc(CSc2nncn2N)cc1`?
MITF TRPM1 inh: -39; Shn3 inh set2: -36; aDG glyco up: -0.2; NR2E3 ag-1: -73; NR2E3 ag-2: 1; HIF-2a inh: -149; Peg3 prom inh: -158; CF NFkB inh: -4; KKLEB tox: 6; TWEAK Fn14 block: -3; hiPSC survival: 0.1

How did O=c1cc2oc3cc(O)c(O)cc3c(-c3ccccc3O)c-2cc1O do in these assays?
MITF TRPM1 inh: 6; Shn3 inh set2: 5; aDG glyco up: -0.2; NR2E3 ag-1: -60; HIF-2a inh: 5; Peg3 prom inh: 28; CF NFkB inh: -18; KKLEB tox: 7; TWEAK Fn14 block: 31; hiPSC survival: 0.0

How did Cc1ccc(N(C)C(=O)c2cnn(-c3ccccc3)c2C)c(C)c1 do in these assays?
MITF TRPM1 inh: -5; Shn3 inh set2: 12; aDG glyco up: 0.1; NR2E3 ag-1: -17; NR2E3 ag-2: 3; HIF-2a inh: 11; Peg3 prom inh: 4; CF NFkB inh: -7; KKLEB tox: 8; TWEAK Fn14 block: 9; hiPSC survival: 0.5

Results for COc1ccccc1N1CCN(Cc2ccco2)CC1 ?
MITF TRPM1 inh: -8; Shn3 inh set2: -7; aDG glyco up: 0.1; NR2E3 ag-1: 2; NR2E3 ag-2: -2; HIF-2a inh: -17; Peg3 prom inh: -4; CF NFkB inh: 11; KKLEB tox: -6; TWEAK Fn14 block: -8; hiPSC survival: -2.3

Results for CCNC(=O)N1CCNC(=O)C1CC(=O)Nc1ccc(C(=O)OCC)cc1 (stereo not drawn) ?
MITF TRPM1 inh: -20; Shn3 inh set2: -21; aDG glyco up: -0.2; NR2E3 ag-1: -13; NR2E3 ag-2: -2; HIF-2a inh: -118; Peg3 prom inh: -105; CF NFkB inh: -7; KKLEB tox: 1; TWEAK Fn14 block: 39; hiPSC survival: -1.7

Results for S=c1[nH]nc(-c2ccncc2)n1CC1CCCO1 (stereo not drawn) ?
MITF TRPM1 inh: -13; Shn3 inh set2: -1; aDG glyco up: -0.1; NR2E3 ag-1: 24; NR2E3 ag-2: -2; HIF-2a inh: 4; Peg3 prom inh: 16; CF NFkB inh: 6; KKLEB tox: -4; TWEAK Fn14 block: 24; hiPSC survival: -1.0

Results for CCOc1nnc(C)c2c(C)n(-c3ccc(Cl)cc3)nc12 ?
MITF TRPM1 inh: 7; Shn3 inh set2: -2; aDG glyco up: 0.2; NR2E3 ag-1: 4; NR2E3 ag-2: 10; HIF-2a inh: 20; Peg3 prom inh: 17; CF NFkB inh: 3; KKLEB tox: -4; TWEAK Fn14 block: 14; hiPSC survival: 6.5

How did Cc1ccc(N2CC(C(=O)N/N=C/c3sccc3C)CC2=O)cc1 (stereo not drawn) do in these assays?
MITF TRPM1 inh: -2; Shn3 inh set2: -31; aDG glyco up: 0.7; NR2E3 ag-1: -1; NR2E3 ag-2: -3; HIF-2a inh: 3; Peg3 prom inh: -2; CF NFkB inh: 4; KKLEB tox: 9; TWEAK Fn14 block: -14; hiPSC survival: 4.2

What do the screens show for `Cc1ccnc(NC(=O)c2ccc(Br)s2)c1`?
MITF TRPM1 inh: -53; Shn3 inh set2: -84; aDG glyco up: -0.1; NR2E3 ag-1: -116; NR2E3 ag-2: 7; HIF-2a inh: -298; Peg3 prom inh: -275; CF NFkB inh: -3; KKLEB tox: -4; TWEAK Fn14 block: 8; hiPSC survival: -0.6

Results for O=C1CC(c2ccc(F)cc2)CC(O)=C1C=NCCN1CCN(C(=O)Nc2ccccc2)CC1 (stereo not drawn) ?
MITF TRPM1 inh: -6; Shn3 inh set2: 9; aDG glyco up: 0.3; NR2E3 ag-1: -14; NR2E3 ag-2: 0; HIF-2a inh: -6; Peg3 prom inh: -1; CF NFkB inh: 8; KKLEB tox: 1; TWEAK Fn14 block: 10; hiPSC survival: -1.1

How did Cc1nn(Cc2c(Cl)cccc2Cl)c(C)c1C(=O)NCc1ccc(C)n1C do in these assays?
MITF TRPM1 inh: -6; Shn3 inh set2: 4; aDG glyco up: -0.2; NR2E3 ag-1: -8; NR2E3 ag-2: 3; HIF-2a inh: 2; Peg3 prom inh: 3; CF NFkB inh: 0; KKLEB tox: 2; TWEAK Fn14 block: 15; hiPSC survival: 2.1

What do the screens show for `Cn1cc(Br)c(C(=O)N/N=C/c2cc3ccccc3nc2Cl)n1`?
MITF TRPM1 inh: -28; Shn3 inh set2: -21; aDG glyco up: 0.1; NR2E3 ag-1: -28; HIF-2a inh: -164; Peg3 prom inh: -120; CF NFkB inh: -74; KKLEB tox: -1; TWEAK Fn14 block: -35; hiPSC survival: -0.4

Results for O=C(N/N=C/c1ccccn1)c1cc(-c2ccccc2)nc2ccccc12 ?
Shn3 inh set2: 4; aDG glyco up: -0.1; NR2E3 ag-1: -1; NR2E3 ag-2: 0; HIF-2a inh: 8; Peg3 prom inh: 66*; CF NFkB inh: 3; KKLEB tox: -6; TWEAK Fn14 block: -149; hiPSC survival: 0.0

Bioassay records: PubChem, several laboratories
